Assay outcomes: PubChem, National Center for Advancing Translational Sciences (NCATS)
Vif-APOBEC3G blk – blocks the Vif interaction with human APOBEC3G; HeLa A3G-eYFP + Vif (tagged APOBEC3G with the HIV-1 protein that degrades it), YFP fluorescence, overnight; Potency, µM (highest dose often 46.1 µM), inactives show at the highest dose activity, negative = active, hits mostly inhibitors; hit rate 0.076% among 410,000; AID 602310;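 note: potency is the fitted concentration of half-maximal effect; % is set by controls: 0 for no effect and ±100 for the full control effect; nearly all actives have a fitted effect of over 60% in size; hits raise eYFP signal because A3G escapes Vif-driven loss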
Target sequence (Q9HC16 whole entry, looked up): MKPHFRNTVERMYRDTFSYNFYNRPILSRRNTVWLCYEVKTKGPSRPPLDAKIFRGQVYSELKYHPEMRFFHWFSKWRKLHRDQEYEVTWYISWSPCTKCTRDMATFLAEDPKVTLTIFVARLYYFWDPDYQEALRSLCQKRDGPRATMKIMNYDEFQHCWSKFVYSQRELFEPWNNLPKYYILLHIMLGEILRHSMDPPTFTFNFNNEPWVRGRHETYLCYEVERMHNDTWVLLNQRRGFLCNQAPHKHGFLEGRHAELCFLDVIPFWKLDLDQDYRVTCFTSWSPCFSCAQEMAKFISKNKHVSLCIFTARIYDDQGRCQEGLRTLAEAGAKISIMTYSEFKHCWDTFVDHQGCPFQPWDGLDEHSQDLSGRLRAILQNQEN
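Read-out is eYFP fluorescence (Ex 488/Em 500-530) from Vif-expressing HeLa A3G-eYFP cells; more signal means A3G escaped Vif-mediated degradation. Cells plated overnight, compound pinned in, incubated overnight at 37 deg C.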
TrxR1 substrate – substrates of rat thioredoxin reductase 1 | Potency, µM (highest dose often 114 µM), for inactives: at the highest dose activity change, negative = substrate turnover | hit rate 0.01% among 390,000 | purified TrxR1 substrate turnover, NADPH consumption readout; note: potency is the fitted concentration of half-maximal effect; % is set by controls: 0 for no effect and ±100 for the full control effect; nearly all actives have a fitted effect of over 50% in size
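Rat TrxR1, dispensed at 90 nM, was prereduced with 400 uM NADPH (final) for 5 min at ~22 deg C, then incubated with compound 15 min before 400 uM selenite. A first-read NADPH fluorescence drop versus no-compound background flagged substrates.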
IDH1 R132H inh – inhibitors of human mutant IDH1 R132H | IDH1-R132H enzyme, NADPH consumption, diaphorase/resazurin fluorescence | Potency, µM (top dose mostly 76.6 µM), for the others: at the top dose activity change, negative = inhibition, hits mostly inhibitors | hit rate 0.093% among 390,000 | AID 602179; note: potency is the fitted concentration of half-maximal effect; % is set by controls: 0 for no effect and ±100 for the full control effect; nearly all actives have a fitted effect of over 65% in size
Target sequence (O75874 whole entry R132H, stated change not applied): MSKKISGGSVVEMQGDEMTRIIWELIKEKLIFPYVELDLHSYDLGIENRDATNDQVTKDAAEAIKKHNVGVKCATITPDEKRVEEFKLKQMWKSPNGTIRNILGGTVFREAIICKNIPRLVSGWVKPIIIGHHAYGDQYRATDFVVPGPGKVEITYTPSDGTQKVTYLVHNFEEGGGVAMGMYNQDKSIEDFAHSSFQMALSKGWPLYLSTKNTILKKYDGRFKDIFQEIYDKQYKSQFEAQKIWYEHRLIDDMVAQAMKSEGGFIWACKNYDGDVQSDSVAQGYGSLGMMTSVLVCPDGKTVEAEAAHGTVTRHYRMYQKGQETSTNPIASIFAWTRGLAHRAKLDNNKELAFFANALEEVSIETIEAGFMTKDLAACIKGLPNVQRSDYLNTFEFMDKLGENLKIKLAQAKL
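IDH1-R132H (0.5 ug/mL dispensed) in pH 7.5 Tris buffer was preincubated 30 min with compound, then given a substrate mix of 0.016 mM NADPH and 2 mM alpha-KG for 80 min at room temperature; remaining NADPH was read by diaphorase/resazurin fluorescence.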
PI4K2A inh – blocks human PI4K2A kinase activity; Q9BTU6; purified PI4K2A, ADP-Glo luminescence, 1 h; active compounds read low; activity change, negative = inhibition, % at 76.9 µM; hit rate 0.13% among 420,000; in the data active = activity change below about -50%; inconclusive = mostly about -30% to -49%;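 note: -100% = wells without enzyme as full effect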
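Compounds are screened against recombinant PI4K2A using PI as substrate and ATP, the latter dispensed at 300 microM. Reactions run one hour at ambient temperature before ADP-Glo detection; full inhibition defined by wells lacking enzyme.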
RXFP1 ag – RXFP1 (human) receptor agonism. hit rate 0.3% among 370,000. Q9HBX9. Potency, µM (series often up to 57.5 µM), without a hit: top-dose activation, hits mostly activators. HEK293T-RXFP1 cAMP TR-FRET, 30 min; response scale: percent of porcine relaxin response, buffer zero. AID 2676; note: potency is the fitted concentration of half-maximal effect; % is set by controls: 0 for no effect and ±100 for the full control effect; nearly all actives have a fitted effect of over 60% in size; many of its hits are not listed in these tables
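HEK293 cells stably expressing RXFP1, treated 30 min at 37C with compounds plus PDE4 inhibitor Ro 20174; cAMP measured by HTRF TR-FRET. Normalized to buffer and 29 nM porcine relaxin; EC50 by Hill fit.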
USP1-UAF1 inh – blocks the human USP1/UAF1 deubiquitinase complex; O94782; hit rate 0.23% among 390,000; Potency, µM (highest dose often 57.1 µM), for inactives: top-dose activity change, negative = inhibition, hits mostly inhibitors; recombinant USP1/UAF1, Ub-Rhodamine cleavage fluorescence; note: potency is the fitted concentration of half-maximal effect; % is set by controls: 0 for no effect and ±100 for the full control effect; nearly all actives have a fitted effect of over 60% in size; inactives centre near -12
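USP1/UAF1 complex at 1 nM was preincubated with compound for 15 min at room temperature, then Ub-Rho substrate (150nM final) was added. Fluorescence (480/540 nm) was read kinetically, 6 reads every 60 seconds.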
GRP78 ERSR act – ER stress response induction in glioma; U87-MG GRP78 promoter luciferase reporter, 16 h; Potency, µM, for inactives: top-dose activation, actives largely listed as activators; hit rate 0.02% among 420,000; note: potency is the fitted concentration of half-maximal effect; series mostly up to about 76 µM; % of control where 0% means no effect; nearly all actives have a fitted effect of over 35% in size
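Stably transfected U87-MG glioma cells carrying a GRP78-based luciferase sensor; 16 h compound incubation. Luminescence end-point read 10 min after Bright-Glo addition at room temperature.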
LDHA inh – LDHA (human) enzyme inhibition; activity change, % (values are at about 110 or 230 µM); hit rate 0.15% among 480,000; P00338; AID 1347041; purified LDHA, NADH/diaphorase-resazurin fluorescence; active compounds read low; in the data active = activity change below about -30%; inconclusive = mostly about -25% to -30%;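 note: plate controls were DMSO wells for no effect and wells without enzyme for full effect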
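LDH5 2 nM; NADH 0.06 mM, pyruvate 0.2 mM; 200 mM Tris pH 7.4, EDTA, Tween-20; 5 min RT. Detection: diaphorase 0.133 mg/mL + resazurin 37 µM, fluorescence ex540/em590 at 0 and 20 min; normalized to enzyme-free and DMSO wells.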
Vif-APOBEC3F blk – inhibitors of Vif-A3F interaction; HeLa A3F-eYFP + Vif (tagged APOBEC3F with the HIV-1 protein that degrades it), YFP fluorescence increase; Potency, µM (series often up to 46.1 µM), for the others: top-dose activity, negative = active; hit rate 0.2% among 390,000; AID 602313; note: potency is the fitted concentration of half-maximal effect; % of control where 0% means no effect; nearly all actives have a fitted effect of over 65% in size
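HeLa cells stably expressing A3F-eYFP plus Vif, plated and incubated overnight at 37 deg C, then exposed to compounds overnight at 37 deg C. Blocked degradation read as raised yellow fluorescence (Ex 488/Em 500-530).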
* marks the source's active call; other numbers are inactive results; [ ] = dose if it differs, or a comment. Unless noted, calls come from the whole dose curve; as a rule, active = well fitted curve in the direction sought with a large enough effect; inconclusive = small, poorly fitted or top-dose-only effect, or another doubt; inactive = no such curve, though single readings can be large; an effect the other way counts as inactive or inconclusive. Some of the compounds tested; the hit share may differ from the screen's.

What do the screens show for `Cc1ccc(CN2CCN(C3CCN(C(=O)c4ccc(C)cc4)CC3)C(=O)C2=O)cc1`?
Vif-APOBEC3G blk: -2%; TrxR1 substrate: 3%[57.1 µM]; IDH1 R132H inh: -4%; PI4K2A inh: 5; RXFP1 ag: 0.2%; USP1-UAF1 inh: -23%; GRP78 ERSR act: -2%; LDHA inh: -17; Vif-APOBEC3F blk: 1%

What do the screens show for `COc1ccc(NC(=O)C(CC(C)C)NC(=O)C2CCC(C)CC2)cc1` (centres undefined)?
Vif-APOBEC3G blk: 0%; TrxR1 substrate: -16%[57.1 µM]; IDH1 R132H inh: -4%; PI4K2A inh: -7; RXFP1 ag: 3.5%; USP1-UAF1 inh: -14%; GRP78 ERSR act: 2%; LDHA inh: 0; Vif-APOBEC3F blk: -1%

How did COc1ccc(Cl)cc1C(=O)NNC(=O)CSc1nncn1C do in these assays?
Vif-APOBEC3G blk: 2%; TrxR1 substrate: 5%; IDH1 R132H inh: 1%; PI4K2A inh: -6; USP1-UAF1 inh: -10%; GRP78 ERSR act: -2%; LDHA inh: -4; Vif-APOBEC3F blk: 7%

Results for CCOC(=O)C1CCN(S(=O)(=O)c2cc3c(cc2C)NC(=O)CO3)CC1 ?
Vif-APOBEC3G blk: 4%; TrxR1 substrate: 6%[57.1 µM]; IDH1 R132H inh: 3%; PI4K2A inh: 2; RXFP1 ag: 0.0%; USP1-UAF1 inh: -8%; GRP78 ERSR act: -3%; LDHA inh: -6; Vif-APOBEC3F blk: 0%

Results for COc1ccc(N2C(=O)C(Cl)=C(Nc3ccc(OC)cc3OC)C2=O)cc1 ?
Vif-APOBEC3G blk: 4%; TrxR1 substrate: 4%[57.1 µM]; IDH1 R132H inh: 6%; PI4K2A inh: 2; RXFP1 ag: 3.7%; USP1-UAF1 inh: -8%; GRP78 ERSR act: 2%; LDHA inh: -3; Vif-APOBEC3F blk: -26%

How did COc1ccc(-c2csc(N(CCCN(C)C)C(=O)c3cccs3)n2)cc1 do in these assays?
Vif-APOBEC3G blk: 0%; TrxR1 substrate: 5%[57.1 µM]; IDH1 R132H inh: 2%; PI4K2A inh: -3; RXFP1 ag: 0.8%; USP1-UAF1 inh: -15%; GRP78 ERSR act: -1%; LDHA inh: 1; Vif-APOBEC3F blk: -11%

Results for CC(C)(C)OC(=O)NCCc1nnc(SCC(=O)Nc2ccc(Br)cc2)o1 ?
Vif-APOBEC3G blk: -2%; TrxR1 substrate: 4%[57.1 µM]; IDH1 R132H inh: 6%; PI4K2A inh: 3; RXFP1 ag: 0.3%; USP1-UAF1 inh: 11%; GRP78 ERSR act: -2%; LDHA inh: -4; Vif-APOBEC3F blk: -6%

How did CC(=O)OC(=C(OC(C)=O)c1ccccc1)c1ccccc1 do in these assays?
Vif-APOBEC3G blk: 1%; TrxR1 substrate: 11%; IDH1 R132H inh: -2%; PI4K2A inh: -3; USP1-UAF1 inh: -10%; GRP78 ERSR act: -4%; LDHA inh: -2; Vif-APOBEC3F blk: 2%

Results for COc1ccc(N2CCN(C(=S)NCc3ccccc3)CC2)cc1 ?
Vif-APOBEC3G blk: -10%; TrxR1 substrate: 9%[57.1 µM]; IDH1 R132H inh: 1%; PI4K2A inh: 2; RXFP1 ag: 2.4%; USP1-UAF1 inh: -12%; GRP78 ERSR act: 2%; LDHA inh: -6; Vif-APOBEC3F blk: inconclusive

How did Cc1cc(C)cc(NC(=O)c2cccc(N3CCCS3(=O)=O)c2)c1 do in these assays?
Vif-APOBEC3G blk: -23%; TrxR1 substrate: 2%[57.1 µM]; IDH1 R132H inh: 10%; PI4K2A inh: 2; RXFP1 ag: 4.3%; USP1-UAF1 inh: 3%; GRP78 ERSR act: 0%; LDHA inh: -2; Vif-APOBEC3F blk: -9%

How did COCC(C)n1c(C)cc(C(=O)CN2c3cccc4cccc(c34)S2(=O)=O)c1C (centres undefined) do in these assays?
Vif-APOBEC3G blk: 5%; TrxR1 substrate: 11%; IDH1 R132H inh: -8%; PI4K2A inh: 1; RXFP1 ag: 0.5%; USP1-UAF1 inh: -4%; GRP78 ERSR act: -2%; LDHA inh: 1; Vif-APOBEC3F blk: 4%

Results for COCCNC(=S)N1CCCN(c2nc3cc(C)ccc3cc2C#N)CC1 ?
Vif-APOBEC3G blk: -3%; TrxR1 substrate: 19%; IDH1 R132H inh: -8%; PI4K2A inh: 3; RXFP1 ag: 4.2%; USP1-UAF1 inh: -19%; GRP78 ERSR act: -5%; LDHA inh: 0; Vif-APOBEC3F blk: 0%

What do the screens show for `Cc1cc(C)n2c(Nc3ccc(C(C)C)cc3)c(-c3ccsc3)nc2n1`?
Vif-APOBEC3G blk: 11%; TrxR1 substrate: -7%; IDH1 R132H inh: -21%; PI4K2A inh: -10; RXFP1 ag: 8.7%; USP1-UAF1 inh: -14%; GRP78 ERSR act: 4%; LDHA inh: -2; Vif-APOBEC3F blk: 0%

Results for O=C(Nc1cccc(Oc2ccccc2)c1)C1Cc2c(-c3ccc4c(c3)OCO4)ccnc2O1 (centres undefined) ?
Vif-APOBEC3G blk: -22%; PI4K2A inh: -3; GRP78 ERSR act: -7%; LDHA inh: -12

What do the screens show for `Cc1ccc(S(=O)(=O)NC2(C(F)(F)F)C(=O)Nc3c2c(=O)n(C)c(=O)n3C)cc1` (centres undefined)?
Vif-APOBEC3G blk: 0%; TrxR1 substrate: 6%[57.1 µM]; IDH1 R132H inh: 5%; PI4K2A inh: 2; RXFP1 ag: 0.4%; USP1-UAF1 inh: 6%; GRP78 ERSR act: 0%; LDHA inh: -14; Vif-APOBEC3F blk: 3%

Results for CCCC(=O)C1=C(O)C(C(=O)OC)C(C)(C)CC1=NCCc1ccc(OC)c(OC)c1 (centres undefined) ?
Vif-APOBEC3G blk: 0%; TrxR1 substrate: -1%[57.1 µM]; IDH1 R132H inh: -8%; PI4K2A inh: 1; RXFP1 ag: 0.7%; USP1-UAF1 inh: -1%; GRP78 ERSR act: -3%; LDHA inh: -6; Vif-APOBEC3F blk: 15%

What do the screens show for `Cc1ccc(OCCn2ccnc2)c(C)c1`?
Vif-APOBEC3G blk: 2%; TrxR1 substrate: -1%; IDH1 R132H inh: -1%; PI4K2A inh: 4; RXFP1 ag: 1.4%; USP1-UAF1 inh: -14%; GRP78 ERSR act: -3%; LDHA inh: -2; Vif-APOBEC3F blk: 4%

Results for CCOC(=O)c1c(NC(=O)COc2ccc(C(C)(C)C)cc2)sc2c1CCCC2 ?
TrxR1 substrate: 5%; PI4K2A inh: -4; RXFP1 ag: 3.1%; USP1-UAF1 inh: -29%; LDHA inh: -3

Results for CC(C)c1ccc(NC(=O)COC(=O)c2c[nH]c(=O)[nH]c2=O)cc1 ?
Vif-APOBEC3G blk: 3%; TrxR1 substrate: -15%; IDH1 R132H inh: 1%; PI4K2A inh: -4; RXFP1 ag: -0.2%; USP1-UAF1 inh: -6%; GRP78 ERSR act: 0%; LDHA inh: -5; Vif-APOBEC3F blk: -6%

How did Cc1cc(C)nc(NC2=NCC(=O)N2c2ccc3c(c2)OCCO3)n1 do in these assays?
Vif-APOBEC3G blk: 0%; TrxR1 substrate: -3%[57.1 µM]; IDH1 R132H inh: 4%; PI4K2A inh: -2; RXFP1 ag: 0.0%; USP1-UAF1 inh: -4%; GRP78 ERSR act: 3%; LDHA inh: 2; Vif-APOBEC3F blk: 0%

What do the screens show for `COc1ccc(/C=N/NC(=O)c2ccc(=O)[nH]n2)cc1OC`?
Vif-APOBEC3G blk: 0%; TrxR1 substrate: -21%; IDH1 R132H inh: 1%; PI4K2A inh: 4; RXFP1 ag: -0.2%; USP1-UAF1 inh: -6%; GRP78 ERSR act: -1%; LDHA inh: -1; Vif-APOBEC3F blk: -4%

How did CCOc1ccc(CCNS(=O)(=O)c2cccc3nsnc23)cc1OCC do in these assays?
Vif-APOBEC3G blk: 0%; TrxR1 substrate: -2%; IDH1 R132H inh: 7%; PI4K2A inh: -2; RXFP1 ag: -0.3%; USP1-UAF1 inh: -16%; GRP78 ERSR act: -9%; LDHA inh: 1; Vif-APOBEC3F blk: -1%

Results for CC(C)CN(C(=O)CN1CCc2ccccc21)c1c(N)n(CC(C)C)c(=O)[nH]c1=O ?
Vif-APOBEC3G blk: -2%; TrxR1 substrate: -2%; IDH1 R132H inh: -3%; PI4K2A inh: -3; RXFP1 ag: -0.2%; USP1-UAF1 inh: -21%; GRP78 ERSR act: 1%; LDHA inh: 1; Vif-APOBEC3F blk: 2%

Sorted by count of non-hydrogen atoms (smallest number first): some entries from above
What do the screens show for `COc1ccc(/C=N/NC(=O)c2ccc(=O)[nH]n2)cc1OC`?
Vif-APOBEC3G blk: 0%; TrxR1 substrate: -21%; IDH1 R132H inh: 1%; PI4K2A inh: 4; RXFP1 ag: -0.2%; USP1-UAF1 inh: -6%; GRP78 ERSR act: -1%; LDHA inh: -1; Vif-APOBEC3F blk: -4%

How did CCOc1ccc(CCNS(=O)(=O)c2cccc3nsnc23)cc1OCC do in these assays?
Vif-APOBEC3G blk: 0%; TrxR1 substrate: -2%; IDH1 R132H inh: 7%; PI4K2A inh: -2; RXFP1 ag: -0.3%; USP1-UAF1 inh: -16%; GRP78 ERSR act: -9%; LDHA inh: 1; Vif-APOBEC3F blk: -1%

Results for O=C(Nc1cccc(Oc2ccccc2)c1)C1Cc2c(-c3ccc4c(c3)OCO4)ccnc2O1 (centres undefined) ?
Vif-APOBEC3G blk: -22%; PI4K2A inh: -3; GRP78 ERSR act: -7%; LDHA inh: -12
